Source: PubChem BioAssay (several laboratories)
PPC-1+TRAIL kill: compounds killing PPC-1 cancer cells with TRAIL present (potentiator screen, no TRAIL-free arm); PPC-1 cells + TRAIL, ATPLite viability luminescence; cell killing (% activity), % at 4 µM; 220,000 tested, 0.41% active; AID 1443;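 active = cell killing above 50% in the first pass at 4 µM, then a duplicate retest at 5 µM averaging 50% or more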;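 note: plate controls were cells with TRAIL plus DMSO for no effect and medium-only wells lacking cells for full effect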
TRPML3 agonist: agonists of human TRPML3 channel. Q8TDD5. HEK293 TRPML3-YFP, Fluo-8 calcium fluorescence; 100% = the carbachol control signal. activation, % at 3 µM. 220,000 tested, 0.29% active. AID 1448;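 active = activation above its plate's cutoff, the mean activation of the plate's test wells plus 3 SD, cut at about 12% in these data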;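 note: 0% = DMSO only wells and 100% = carbachol wells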
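Material: HEK293 cells stably carrying human TRPML3-YFP; compound dosing: single dose, 3 µM final nominal compound, 0.3% DMSO final; incubation: 1-h 37 °C dye load, 5-s basal, 120-s post-compound reads; technique: Fluo-8 intracellular calcium fluorescence, excitation 470-495 nm, emission 515-575 nm; read-out basis: percent activation from peak-to-basal fluorescence ratio, scaled between DMSO and carbachol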
Ba/F3 V617F tox: loss of viability in JAK2V617F-driven Ba/F3 cells. Ba/F3 EpoR-JAK2V617F viability, ATP luminescence. inhibition, % at 5.6 µM. 220,000 tested, 1.1% active;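 active = inhibition above the campaign mean plus 3 SD over all tested compounds, cut at about 24% in these data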;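 note: cytokine-independent growth of Ba/F3 cells driven by EpoR plus mutant JAK2; 0% = DMSO-treated cells and 100% = JAK inhibitor I control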
BaF3 parental: parental Ba/F3 viability inhibition as JAK2V617F counter-screen. CellTiter-Glo ATP luminescence. AID 1486. 220,000 tested, 1.1% active. inhibition, % at 5.6 µM;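 active = inhibition above a per-campaign cutoff, the mean inhibition of all tested compounds plus 3 SD, cut at about 27% in these data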;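 note: 0% = DMSO wells and 100% = JAK Inhibitor I control wells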
TNF necrop inh: blocks TNF-alpha induced death of Jurkat FADD-/- cells; Jurkat FADD-/- TNF necroptosis rescue, ATP luminescence, 24 h; 0 = TNF only, 100 = no-TNF cells; activation (protection from cell death), % at 10 µM; 220,000 tested, 0.068% active;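 active = activation, meaning protection from cell death, of at least 50% relative to plate controls; inactive = activation below 50%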;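 note: necroptosis triggered by 40 ng/mL TNF-alpha added together with compound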
RBBP9 inh: inhibitors of human serine hydrolase RBBP9; inhibition, % at 7.94 µM; O75884; 220,000 tested, 0.2% active; recombinant RBBP9, FP-Rh probe fluorescence polarization;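 active = inhibition above the campaign mean of all tested compounds plus 3 SD, cut at about 14% in these data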;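 note: plate controls were DMSO wells with RBBP9 for no effect and wells lacking RBBP9 protein for full effect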
Target sequence (O75884 whole entry, looked up): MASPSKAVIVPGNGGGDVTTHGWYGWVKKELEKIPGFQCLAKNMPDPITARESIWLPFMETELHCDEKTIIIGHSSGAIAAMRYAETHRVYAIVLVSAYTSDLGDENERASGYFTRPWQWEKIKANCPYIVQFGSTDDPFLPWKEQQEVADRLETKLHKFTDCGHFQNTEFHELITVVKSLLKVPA
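Test system – recombinant human RBBP9 · Input – RBBP9 2.5 µM in dispensing solution, pre-mixing · Medium – Tris buffer pH 8.0, NaCl, Pluronic · Schedule – preincubation 30 min plus labeling 45 min at 25 °C · Measured by – fluorescence polarization · Measure – % inhibition · Controls – DMSO and no-protein wells · Replicates – one well per compound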
TRPN1 ag: zebrafish TRPN1 (NompC) channel agonism | HEK293 zebrafish TRPN1-YFP, Fluo-8 calcium fluorescence; 100% = response to 87 µM carbachol | activation, % at 3 µM | 220,000 tested, 0.18% active;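 active = activation above its plate's cutoff, the mean activation of test wells on that plate plus 3 SD, cut at about 19% in these data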;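 note: 0% = DMSO alone and 100% = 87 µM carbachol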
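Control set: carbachol 87 µM as high control, DMSO as low control; system: HEK293 stable line with zebrafish TRPN1-YFP; read-out: % activation versus carbachol response; detection: intracellular calcium fluorescence with Fluo-8; doses: single test compound dose, 3 µM nominal, 0.3% DMSO; schedule: dye 1 h 37 °C plus 30 min RT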
Wee1 stabilizer: blocks degradation of human Wee1 kinase; HeLa Luc-Wee1K328M stability, luciferase luminescence; 100% = proteasome inhibitor MG132 effect; reporter increase, % at 5 µM; 220,000 tested, 1.2% active; AID 1321;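 active = activation above the mean of all tested compounds plus 3 SD, set per screening run, cut at about 8.8% in these data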;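 note: cells exposed to compound for 20 h before luminescence read; 0% = DMSO alone and 100% = MG132 at 30 µM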
Target sequence (P30291 whole entry K328M): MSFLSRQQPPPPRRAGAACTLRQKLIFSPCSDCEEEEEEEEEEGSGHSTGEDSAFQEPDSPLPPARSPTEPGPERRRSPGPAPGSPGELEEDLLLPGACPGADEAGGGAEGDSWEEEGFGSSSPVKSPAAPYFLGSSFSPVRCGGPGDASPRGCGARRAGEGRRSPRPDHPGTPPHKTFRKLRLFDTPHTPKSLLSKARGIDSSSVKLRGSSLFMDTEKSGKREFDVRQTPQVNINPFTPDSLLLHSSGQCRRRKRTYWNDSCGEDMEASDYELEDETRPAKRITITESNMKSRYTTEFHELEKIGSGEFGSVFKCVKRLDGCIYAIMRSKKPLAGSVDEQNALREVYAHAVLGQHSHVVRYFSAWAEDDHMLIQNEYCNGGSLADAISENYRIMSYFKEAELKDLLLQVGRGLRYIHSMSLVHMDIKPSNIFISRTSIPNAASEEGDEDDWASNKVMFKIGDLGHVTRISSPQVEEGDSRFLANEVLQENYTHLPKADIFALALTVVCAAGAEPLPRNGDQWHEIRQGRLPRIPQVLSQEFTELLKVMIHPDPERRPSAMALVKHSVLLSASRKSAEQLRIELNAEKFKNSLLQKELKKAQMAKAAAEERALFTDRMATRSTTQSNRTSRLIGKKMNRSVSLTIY
CHOP inhibitor: inhibitors of CHOP induction in ER stress response; CHO-K1 CHOP-promoter luciferase, tunicamycin-induced, 15-18 h; inhibition, % at 10 µM; 220,000 tested, 3.8% active; AID 2732;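 active = compounds that reduced the stress-induced luciferase reporter signal by more than about 70% of percent inhibition, limit read from the data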;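 note: 0% = tunicamycin plus vehicle and 100% = wells without tunicamycin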
The depositor's hits bear a star; / = not tested or not shown.

Abbreviations: A = PPC-1+TRAIL kill; B = TRPML3 agonist; C = Ba/F3 V617F tox; D = BaF3 parental; E = TNF necrop inh; F = RBBP9 inh; G = TRPN1 ag; H = Wee1 stabilizer; I = CHOP inhibitor
> COc1ccc2[nH]c(=O)c(CN(Cc3ccc(C)cc3)Cc3nnnn3CC3CCCO3)cc2c1 (stereo not given)
  A: 15.8	B: 0.6	C: 1.6	D: 2.2	E: -2.3	F: -3.6	G: 0.3	H: 1.8	I: 19.3

> O=C(NCCN1CCN(c2ccccc2)CC1)c1cccn2c(=O)c3cc(Cl)ccc3nc12
  A: 13.5	B: 0.3	C: -2.5	D: -0.2	E: -4.8	F: -10.7	G: -0.6	H: -1.1	I: -18.1

> COc1ccc(C(=O)Nc2ccc(N3CCN(C(=O)c4ccccc4)CC3)cc2)cc1[N+](=O)[O-]
  A: 4.9	B: 1.9	C: 8.4	D: 14.6	E: 2.2	F: 2.5	G: 3.3	H: 0.4	I: 11.5

> CC(=O)c1ccc(NC(=S)NCCCn2ccnc2)cc1
  A: 26.9	B: 1.0	C: 0.4	D: 7.4	E: -1.0	F: -6.5	G: 0.4	H: 3.5	I: -2.3

> O=S(=O)(c1ccc(Cl)cc1)n1nnc2ccccc21
  A: 22.4	B: 0.7	C: -0.2	D: -3.4	E: -1.2	F: -10.1	G: -0.8	H: -3.3	I: 6.7

> CC(C)(C)c1ccc(S(=O)(=O)N2CCN(c3ncccn3)CC2)cc1
  A: 9.9	B: 0.6	C: 0.8	D: 7.7	E: 2.4	F: 3.9	G: 2.9	H: 2.9	I: 4.3

> COc1ccc(N2C(=O)CNC2=S)cc1
  A: 2.3	B: 1.5	C: 1.1	D: 2.2	E: 0.7	F: -8.4	G: 1.5	H: 2.4	I: 4.1

> Cc1c(Cc2ccc3c(c2)OCO3)sc(NC(=O)c2ccccc2)c1C(N)=O
  A: -5.5	B: 0.2	C: -4.4	D: -0.6	E: 1.0	F: -3.9	G: -0.6	H: 0.2	I: 8.5

> CC(=O)Nc1ccc(S(=O)(=O)Nc2cccc(NC(=O)C(C)(C)C)c2)cc1
  A: -22.3	B: 0.4	C: -1.4	D: 3.4	E: -1.1	F: 1.8	G: 2.0	H: -0.1	I: 19.1

> O=C(CCCOc1ccc(Cl)cc1Cl)Nc1ncccn1
  A: -3.9	B: 0.1	C: -0.9	D: -3.3	E: 0.1	F: -10.8	G: 0.9	H: 0.6	I: 23.9

> COc1cccc(OC)c1C(=O)Nc1ccc2c(c1)OCCO2
  A: 10.7	B: 0.7	C: -1.8	D: -2.2	E: 0.3	F: -7.3	G: 0.7	H: 1.8	I: 45.4

> CCOC(=O)c1c2c(n(C)c1COC)C(=O)C(=O)c1ccc(Br)cc1-2
  A: /	B: -0.1	C: -6.6	D: -1.5	E: -14.5	F: -5.5	G: -0.1	H: 1.2	I: /

> c1cc2c(cc1Cn1cnnn1)OCO2
  A: 9.2	B: 0.5	C: -4.2	D: 0.1	E: 1.9	F: -10.8	G: 1.3	H: -2.5	I: -6.3

> Cc1cnc(C(=O)Nc2nnc(SCc3c(Cl)cccc3Cl)s2)cn1
  A: 13.3	B: 0.7	C: 0.8	D: 4.3	E: 1.3	F: 4.2	G: 0.8	H: -1.1	I: -11.2

> CC1=C(C(=O)OCc2ccccc2)C(c2ccc(N3CCOCC3)cc2)NC(=O)N1 (stereo not given)
  A: 12.4	B: 0.3	C: 2.5	D: 1.6	E: 1.0	F: -4.0	G: -0.1	H: -2.1	I: -25.8

> COc1ccc(OC)c(NC(=O)NNC(=O)CCCOc2ccc(Cl)cc2C)c1
  A: 7.6	B: 0.2	C: -2.7	D: 5.7	E: 0.0	F: -1.7	G: -2.3	H: -2.0	I: 58.8

> CCC1C(=O)CC(c2ccc([N+](=O)[O-])cc2)NC1c1ccc([N+](=O)[O-])cc1 (stereo not given)
  A: 15.0	B: 0.9	C: -1.1	D: 6.5	E: 3.9	F: -7.7	G: 0.2	H: -3.5	I: 44.5

> O=C(Nc1cccc(Cl)c1)NC1CC2CCC(C1)N2Cc1ccco1 (stereo not given)
  A: 38.0	B: 0.9	C: 2.9	D: 9.1	E: 2.6	F: -2.5	G: 1.2	H: -0.6	I: 3.8

> O=C(NCC(O)COc1ccc([N+](=O)[O-])cc1)Nc1ccccc1 (stereo not given)
  A: 18.8	B: 0.3	C: 0.6	D: 4.2	E: -0.4	F: -7.3	G: 0.9	H: 0.1	I: 14.6

> CCc1ccc(S(=O)(=O)Nc2ccc(-c3nc4cccnc4s3)cc2)s1
  A: -2.5	B: -0.4	C: -3.1	D: 4.8	E: -0.1	F: -6.8	G: -1.1	H: 1.5	I: 44.1

> Cc1cc(C)nc(NC(=O)c2c(-c3c(Cl)cccc3Cl)noc2C)n1
  A: 8.9	B: -0.8	C: -0.8	D: 0.5	E: -0.9	F: -6.1	G: 0.7	H: -0.8	I: 4.2

> CCn1cc(C(=O)O)c(=O)c2cc(F)c(N3CCN(S(=O)(=O)c4ccc(Br)cc4)CC3)cc21
  A: 8.1	B: 1.0	C: -1.4	D: -5.7	E: -2.7	F: -2.2	G: 2.3	H: -1.4	I: 76.5*

> C=CCOc1ccc(/C(CC)=N/O)c(OC)c1
  A: -14.1	B: -0.6	C: -1.5	D: -0.6	E: -0.7	F: -6.6	G: 0.3	H: 0.1	I: 6.3

> CCc1cccc(CC)c1N(COC)C(=O)Cn1nnc2ccccc21
  A: 10.0	B: -0.6	C: -3.5	D: 0.4	E: 0.9	F: -1.0	G: -0.4	H: -0.3	I: 15.1

> Cc1cc(Nc2ccc(O)cc2)n2c(nc3ccccc32)c1C#N
  A: 5.3	B: 0.1	C: -0.4	D: 3.6	E: 0.5	F: -9.3	G: -0.2	H: -2.7	I: 18.7

> COc1cc(OC)cc(-n2nnnc2SCC(=O)Nc2ccc(C(C)=O)cc2)c1
  A: 7.8	B: 0.8	C: -1.6	D: 5.8	E: 2.7	F: -2.4	G: 0.1	H: 2.5	I: -34.6

> Cc1ccc(Cn2c(SCC(=O)NCC3CCCO3)nc3c(sc4ccccc43)c2=O)cc1 (stereo not given)
  A: 3.5	B: 1.1	C: 0.5	D: 5.8	E: 0.5	F: -0.5	G: 1.5	H: -2.5	I: 15.8

> Cc1ccc(S(=O)(=O)NC(C)C(c2cccs2)N2CCN(C)CC2)cc1 (stereo not given)
  A: 11.2	B: 0.8	C: 1.2	D: 4.5	E: -1.1	F: -1.4	G: 0.6	H: 2.1	I: 31.6

> Cc1[nH]c2ccccc2c1C(=O)C(C)OC(=O)c1ccc([N+](=O)[O-])o1 (stereo not given)
  A: 7.7	B: 0.8	C: -0.1	D: 4.8	E: -8.0	F: -8.5	G: 3.0	H: -0.5	I: -48.1

> C/C(=N\O)C1(C)N(O)C(C)(C)C(c2ccc(Br)cc2)=[N+]1[O-] (stereo not given)
  A: 13.5	B: 0.3	C: -3.7	D: -1.0	E: 2.2	F: -8.0	G: 0.1	H: -1.1	I: -3.1

> O=S(=O)(c1cccc(F)c1)N1CCN(Cc2ccc3c(c2)OCO3)CC1
  A: -11.6	B: 0.9	C: -3.2	D: 2.3	E: 0.4	F: 3.7	G: -1.6	H: -1.3	I: 29.8

> CC(C)(C)OC(=O)[C@H]1[C@H](c2ccc([N+](=O)[O-])cc2)C2(C(=O)c3ccccc3C2=O)C2c3ccccc3C=NN21 (stereo not given in full)
  A: 36.5	B: -0.5	C: -5.0	D: 0.0	E: 0.1	F: 4.9	G: -2.9	H: 2.2	I: 15.3

> OCCn1c(SCCOc2ccccc2F)nc2ccccc21
  A: 21.0	B: 0.7	C: -4.0	D: 1.1	E: 2.8	F: -7.2	G: -0.2	H: -2.3	I: -19.5

> CCC1(CC)Cc2ccccc2-c2nc3ccccc3c(=O)n21
  A: 25.6	B: -0.3	C: 3.4	D: 3.4	E: -0.5	F: -4.6	G: -0.5	H: -1.9	I: 16.7

> COCCCNC(=S)NC1CC2CCCC(C1)N2Cc1cccs1 (stereo not given)
  A: 8.4	B: 0.1	C: 0.5	D: 9.5	E: -2.4	F: -3.1	G: 2.3	H: 0.2	I: -21.1

> O=C(c1ccc(S(=O)(=O)c2ccccc2Cl)c([N+](=O)[O-])c1)N1CCCCCC1
  A: 32.2	B: 4.8	C: -0.9	D: 7.6	E: -5.4	F: -1.6	G: 10.3	H: 0.2	I: 41.0

> CCOc1ccc(NC(=O)Cn2nnc(C(=O)NCc3ccccc3OC)c2N)cc1
  A: 1.2	B: -0.5	C: 0.5	D: 1.8	E: -0.9	F: -3.3	G: 1.1	H: 1.7	I: 45.4

> COC(=O)c1ccccc1NC(=S)NC(=O)COc1ccc(C)cc1
  A: /	B: -0.4	C: -3.3	D: 5.6	E: 0.2	F: -3.6	G: 1.7	H: 4.2	I: /

> CCC1(CC)Cc2ccccc2-c2nc(NCCCO)[nH]c(=O)c21
  A: -50.7	B: 1.2	C: 0.7	D: 7.5	E: 2.6	F: -7.8	G: 3.7	H: -2.4	I: 27.3

> CCS(=O)(=O)Nc1ccc(NC(C)=O)cc1
  A: 20.5	B: 0.7	C: -2.9	D: -2.5	E: 0.1	F: -5.0	G: 1.0	H: -1.2	I: -16.7

> COc1ccc(C(=O)NCC(=O)OC2CCCCC2=O)cc1 (stereo not given)
  A: 6.5	B: -0.1	C: -3.1	D: 0.9	E: -0.3	F: 7.8	G: -0.6	H: 0.0	I: 1.1

> Cc1ccc(NC(=O)c2cc(C)n(-c3ccccc3)c2C)cc1
  A: 77.0*	B: -0.3	C: 0.3	D: 5.9	E: -3.2	F: -10.3	G: -1.6	H: -3.6	I: 72.0*

> CCCS(=O)(=O)c1c(S(=O)(=O)CCC)c2ccc(C(C)=O)cn2c1C(=O)OC
  A: 2.6	B: 0.8	C: 4.5	D: 12.6	E: 1.2	F: -1.3	G: 2.2	H: -3.5	I: -21.1

> COc1ccc(-c2nn3c(COc4ccccc4)nnc3s2)cc1OC
  A: 12.4	B: 0.0	C: -2.5	D: 0.1	E: 1.6	F: -3.5	G: -0.4	H: 2.2	I: 26.7

An excerpt from above, limited to PPC-1+TRAIL kill and BaF3 parental.
molecule	PPC-1+TRAIL kill	BaF3 parental
COc1ccc(C(=O)NCC(=O)OC2CCCCC2=O)cc1 (stereo not given)	6.5	0.9
Cc1ccc(Cn2c(SCC(=O)NCC3CCCO3)nc3c(sc4ccccc43)c2=O)cc1 (stereo not given)	3.5	5.8
Cc1c(Cc2ccc3c(c2)OCO3)sc(NC(=O)c2ccccc2)c1C(N)=O	-5.5	-0.6
